High-throughput results: PubChem BioAssay, MTDP
RNase H inhibition – RNase H inhibition, HIV 1 Gag Pol polyprotein, FRET biochemical assay, screening (AID 372) | inhibition, % at 10 µM; hits with a dose series show IC50 in µM | 100,000 tested, 0.77% active | HIV-1 RT RNase H, FRET RNA/DNA substrate fluorescence; higher % means a stronger effect; in the data active = inhibition above about 50%
* hit, by the source's call. This is a subset. The share of hits here may be higher or lower than overall.

SMILES | RNase H inhibition
O=C(NCCN1CCNCC1)C(=O)NCc1ccco1 | 9.0%
COc1ccc(NC(=S)NC(=O)c2ccc(Cl)cc2)cc1OC | 12.0%
O=C(c1ccc([N+](=O)[O-])cc1Cl)N1CCN(c2ccc([N+](=O)[O-])cc2)CC1 | 7.0%
O=C1OC(c2ccccc2)=C/C1=C/c1cccs1 | 4.0%
O=C(O)c1cccc(C(=O)O)c1N(c1ccccc1)c1ccccc1 | 40.0%
O=C(Nc1ccc(N2CCOCC2)cc1)c1cccc(Br)c1 | 6.0%
COc1ccc2ccccc2c1C=Nc1ccccc1Cl | 30.0%
COc1cccc(-c2nc3cc(NC(=O)c4cc5ccccc5o4)ccc3o2)c1 | 3.0%
O=C(NC(=S)Nc1cccc(NC(=O)c2ccc(Cl)cc2Cl)c1)c1cccc(F)c1 | 18.0%
O=C(Nc1nc(-c2cccc([N+](=O)[O-])c2)cs1)c1ccc(S(=O)(=O)N2CCOCC2)cc1 | 18.0%
Cc1ccccc1OC(=O)COc1ccc(Cl)cc1Cl | 20.0%
CCCCCCCCCCCCSC1=C(C#N)C2(CCN(C)CC2)C(C#N)C(=O)N1 (stereo not given) | 15.0%
CC1CCc2c(sc(NC(=O)c3ccccc3[N+](=O)[O-])c2C(=O)OC(C)C)C1 (stereo not given) | 16.0%
O=C1c2ccccc2C(=O)N1CSc1nnc(SCN2C(=O)c3ccccc3C2=O)s1 | 17.0%
NC1=NC(=O)/C(=C/c2cc(Cl)cc(Cl)c2OCc2ccccc2F)S1 | 4.0%
CC(=O)c1ccc(NC(=O)c2ccccc2Cl)cc1 | 2.0%
CCOc1cc(C2C(C(=O)OCc3ccccc3)=C(C)NC3=C2C(=O)CC(c2ccc(Cl)cc2)C3)ccc1O (stereo not given) | 9.0%
Cc1nn(-c2ccccc2)c(Cl)c1/C=N/NC(=O)c1ccccc1Br | 13.0%
CCOc1ccc(C(=O)NCC2OCCc3ccccc32)cc1 (stereo not given) | 9.0%
COc1ccc(NC(=S)NC(=O)c2ccc(Br)cc2)cc1Cl | 11.0%
Cc1ccccc1NCC(=O)N/N=C\c1ccc(Cl)cc1Cl | 17.0%
CC1=NN(c2ccc(S(N)(=O)=O)cc2)C(=O)/C1=C\c1ccc(C)s1 | 7.0%
O=C(c1ccccc1[N+](=O)[O-])N1CCN(C/C=C/c2ccccc2)CC1 | 6.0%
COc1ccc(C)cc1NC(=O)CC(C)=O | 5.0%
COc1cc(OC)c(OC)cc1/C=C1\C(=O)NC(=S)N(c2cccc(C)c2)C1=O | 12.0%
c1ccc2[nH]c(SCCCCCSc3nc4ccccc4[nH]3)nc2c1 | 11.0%
O=C(Nc1ccc(Br)cc1)c1ccccc1C(F)(F)F | 5.0%
COc1ccc(C2=C(C=C(C#N)C#N)C(c3ccccc3)c3ccccc3O2)cc1OC (stereo not given) | 14.0%
COc1cc(CN2CCN(Cc3ccccc3C(F)(F)F)CC2)c([N+](=O)[O-])cc1OC | 5.0%
CC(C)(C)c1ccc(C2/C(=C(\O)c3ccc(F)cc3)C(=O)C(=O)N2c2nncs2)cc1 (stereo not given) | 0.0%

No new results follow: entries from further up.
SMILES | RNase H inhibition
O=C(NCCN1CCNCC1)C(=O)NCc1ccco1 | 9.0%
COc1ccc(NC(=S)NC(=O)c2ccc(Cl)cc2)cc1OC | 12.0%
O=C(c1ccc([N+](=O)[O-])cc1Cl)N1CCN(c2ccc([N+](=O)[O-])cc2)CC1 | 7.0%
O=C1OC(c2ccccc2)=C/C1=C/c1cccs1 | 4.0%
O=C(O)c1cccc(C(=O)O)c1N(c1ccccc1)c1ccccc1 | 40.0%
O=C(Nc1ccc(N2CCOCC2)cc1)c1cccc(Br)c1 | 6.0%
COc1ccc2ccccc2c1C=Nc1ccccc1Cl | 30.0%
COc1cccc(-c2nc3cc(NC(=O)c4cc5ccccc5o4)ccc3o2)c1 | 3.0%
O=C(NC(=S)Nc1cccc(NC(=O)c2ccc(Cl)cc2Cl)c1)c1cccc(F)c1 | 18.0%
O=C(Nc1nc(-c2cccc([N+](=O)[O-])c2)cs1)c1ccc(S(=O)(=O)N2CCOCC2)cc1 | 18.0%
Cc1ccccc1OC(=O)COc1ccc(Cl)cc1Cl | 20.0%
CCCCCCCCCCCCSC1=C(C#N)C2(CCN(C)CC2)C(C#N)C(=O)N1 (stereo not given) | 15.0%
CC1CCc2c(sc(NC(=O)c3ccccc3[N+](=O)[O-])c2C(=O)OC(C)C)C1 (stereo not given) | 16.0%
O=C1c2ccccc2C(=O)N1CSc1nnc(SCN2C(=O)c3ccccc3C2=O)s1 | 17.0%
NC1=NC(=O)/C(=C/c2cc(Cl)cc(Cl)c2OCc2ccccc2F)S1 | 4.0%

(continued)
SMILES | RNase H inhibition
Cc1cc(C)nc(NC(=O)CC(c2ccccc2)c2ccccc2)c1 | 2.0%
O=C(Nc1ccc(S(=O)(=O)Nc2nccs2)cc1)c1ccc(Br)o1 | 14.0%
O=C(c1sc2ccccc2c1Cl)N1CCN(c2ccc(Cl)cc2[N+](=O)[O-])CC1 | 17.0%
C=CCOc1ccc(/C=c2\sc3n(c2=O)C(c2ccc(OC)c(OC)c2)C(C(=O)OCC)=C(C)N=3)cc1OC (stereo not given) | 10.0%
Cc1cc(C)c2cccc(NC(=O)C3CC3)c2n1 | 5.0%
CCOC(=O)N1N=C(C)CC1(O)c1ccc(Br)cc1 (stereo not given) | 0.0%
Cc1ccc(C(C)C)c(OCC(O)CN2CCCCCC2)c1 (stereo not given) | 11.0%
Cc1ccsc1/C=N/NC(=O)/C(=C\c1cccs1)NC(=O)c1ccccc1 | 15.0%
Cc1c(C(=O)NC(=S)Nc2cccc(-c3nc4ccccc4s3)c2)oc2ccccc12 | 20.0%
COc1cc(NC(=O)COc2cccc(Cl)c2)c(OC)cc1Cl | 7.0%
Cc1ccc(OCC(=O)Nc2ccc(Nc3ccccc3)cc2)c(Br)c1 | 35.0%
COC(=O)C1=C(C)N(c2ccccc2)/C(=C\c2ccc(OCC(=O)Nc3ccccc3OC)cc2)C1=O | 12.0%
C=CCc1cccc2cc(C(N)=O)c(=O)oc12 | 21.0%
O=C(Nc1ccc(NC(=O)c2cccc3ccccc23)cc1)c1ccccc1 | 6.0%
O=C(CN1C(=O)c2ccccc2S1(=O)=O)NC(Nc1ccc(I)cc1)C(Cl)(Cl)Cl (stereo not given) | 6.0%
COc1cccc(CN2CCN(C(=O)c3cccc4ccccc34)CC2)c1 | 14.0%
Cc1ccccc1C(=O)Nc1cccc(C(F)(F)F)c1 | 4.0%
COc1ccc(NC(=O)c2ccc(-c3ccc([N+](=O)[O-])cc3)o2)cc1Cl | 42.0%
CC1(C)Cc2c(sc3c2c(=O)n(Cc2ccccc2)c2nnc(SCC(=O)c4ccc(Cl)cc4)n32)CO1 | 2.0%
O=S(=O)(Nc1ccc(O)c(Br)c1)c1ccc(Cl)cc1 | 8.0%
CCC1C(=O)N=C(SCC(=O)Nc2nc(-c3ccccc3)cs2)NC1=O (stereo not given) | 11.0%
Cc1c(Cl)cccc1N=Cc1ccccc1O | 15.0%
CC(C)(C)c1csc(NC(=O)C(c2ccccc2)c2ccccc2)n1 | 7.0%
O=C1CC2c3ccccc3C1C1C(=O)N(CCO)C(=O)C21 (stereo not given) | 11.0%
COc1ccc(CC(C)(C)NC(=O)c2ccccc2)cc1 | 4.0%
O=C1CS/C(=N\N=C\c2cc(O)ccc2Br)N1 | 13.0%
COc1cc(Br)c(/C=C/c2[nH]c(=O)[nH]c(=O)c2[N+](=O)[O-])cc1OC | 16.0%
C=CCn1c(=O)c(C(=O)Nc2cccc(Cl)c2Cl)c(O)c2ccccc21 | 10.0%
CCOC(=O)C1CCN(C(=O)c2ccc(Br)cc2)CC1 | 5.0%
O=C1C2ON(c3ccccc3)C(c3ccccc3)C2C(=O)N1Cc1ccccc1 (stereo not given) | 9.0%
COc1cc(C(=O)Nc2cc(-c3nc4ncccc4o3)ccc2C)cc(OC)c1OC | 1.0%
O=C(Nc1ccc(F)cc1)Nc1nnc(-c2ccccc2SCc2ccccc2F)s1 | 5.0%
COc1cc(C=NCC2(c3ccccc3)CCCC2)ccc1OC(C)=O | 5.0%
CCc1ccc(N2C(=O)NC(=O)/C(=C\c3cc(Cl)c(OCC(=O)O)c(Cl)c3)C2=O)cc1 | 2.0%
COc1cc(/C=N/Nc2nc(N3CCCCC3)nc(N3CCCCC3)n2)ccc1OC(=O)c1ccco1 | 16.0%
O=C1Nc2c(Br)cc(Br)c3cccc1c23 | 11.0%
O=C(COc1ccc(C2CCCCC2)cc1)Nc1ccccc1C(=O)O | 3.0%
COc1ccc(C(=O)Nc2ccc(-c3nc4cc(C)c(C)cc4o3)cc2)cc1Cl | 51.0%*
CCOc1ccc(NC(=O)CSc2nc3ccc(OCC)cc3s2)cc1 | 14.0%
COc1ccccc1OCCCCCCOc1ccccc1[N+](=O)[O-] | 12.0%
CCCOc1ccccc1/C=N/Nc1nncn1N | 9.0%
COc1ccc(NC(=O)CSCc2cccc(Br)c2)cc1 | 3.0%
Cc1ccc(C(=O)c2ccc(Br)c([N+](=O)[O-])c2)cc1C | 7.0%
O=C(CCNc1ccc(-c2ccccc2)cc1)c1ccc(Br)cc1 | 0.0%
C=CCN1C(=O)C(=O)/C(=C(\O)c2ccc(Br)cc2)C1c1ccc(F)cc1 (stereo not given) | 4.0%
CCOc1ccc(C(=O)NCCc2ccccc2)cc1 | 6.0%
Brc1ccc(OCCn2ccnc2)cc1 | 6.0%
O=C(Nc1sc2c(c1C(=O)N1CCCCC1)CCCCC2)c1ccc([N+](=O)[O-])cc1 | 5.0%
O=C(NCc1ccco1)c1cc2nc(-c3ccccc3)cc(C(F)(F)F)n2n1 | 7.0%
CCN(CC)S(=O)(=O)c1ccc(Cl)c(C(=O)NC2CCCCC2)c1 | 0.0%
COc1cc(/C=C2\SC(=S)N(c3ccccc3)C2=O)ccc1OC(=O)c1cccc([N+](=O)[O-])c1 | 12.0%
COc1cccc(CC(Cc2nc3ccccc3[nH]2)c2nc3ccccc3[nH]2)c1 (stereo not given) | 7.0%
CCOc1ccc2nc(SCCNS(=O)(=O)c3ccccc3)sc2c1 | 16.0%
COc1ccc(C(=O)CSc2n[nH]c(-c3ccncc3)n2)cc1 | 13.0%
N#CSC(C#N)Cc1cccc(Cl)c1 (stereo not given) | 38.0%
O=C1c2cccc3c(Br)ccc(c23)C(=O)N1Oc1ccc([N+](=O)[O-])cc1[N+](=O)[O-] | 14.0%
Cc1cc(C)cc(NCc2cccnc2)c1 | 7.0%
CC(C)c1ccc(NC(=O)CSc2nc3ccc(NC(=O)c4ccccc4)cc3s2)cc1 | 17.0%
Nc1nnc(CC(=O)N/N=C/c2ccccc2OS(=O)(=O)c2ccccc2)s1 | 8.0%
CCCCCOC(=O)Nc1ccc(S(=O)(=O)Nc2ccccc2C)cc1 | 14.0%

(continued)
SMILES | RNase H inhibition
Clc1ccc(-c2nc3cc(N=C/C=C/c4ccc(Cl)cc4Cl)ccc3o2)cc1 | 8.0%
CC(C)C1C(C#N)=C(N)Oc2n[nH]c(-c3ccccc3)c21 (stereo not given) | 5.0%
O=C(Nc1ccc(NC(=O)c2ccc(-c3ccc(Cl)cc3Cl)o2)cc1)c1ccccc1 | 38.0%
O=C(NC(=S)Nc1ccc(N2CCCCC2)c(Cl)c1)c1ccc(Br)cc1 | 17.0%
O=C1CC(N(CCc2ccccc2)C(=O)c2ccccc2)C(=O)N1c1ccccc1 (stereo not given) | 1.0%
Cc1c(Cl)cccc1-c1ccc(C(=O)Nc2ccc3c4c(cccc24)CC3)o1 | 19.0%
NS(=O)(=O)c1ccc(NC(=O)CSc2nnnn2-c2ccccc2)cc1 | 23.0%
Cc1cc(C)cc(NC(=O)COc2cccc(C)c2C)c1 | 9.0%
O=C1C(=O)N(CC2CCCO2)C(c2ccccc2Cl)/C1=C(/O)c1ccccc1 (stereo not given) | 0.0%
O=C(NN=C1CCCCC1)C(=O)Nc1ccc(Br)cc1 | 0.0%
CCOC(=O)Cc1csc(NC(=O)COc2cc(C)ccc2C(C)C)n1 | 14.0%
COc1cc(C2SC(C)C(=O)N2Cc2ccccc2)cc(OC)c1OC (stereo not given) | 24.0%
COc1ccc(CNc2ccc3c(c2)ncn3C)cc1 | 3.0%
O=C(Nc1ccc(S(=O)(=O)Nc2nccs2)cc1)C1CC1 | 0.0%
COc1cc2c(cc1OC)CC1(CCCCC1)N=C2 | 3.0%

3 entries from above, arranged by SMILES length, ascending:
SMILES | RNase H inhibition
O=C(NCCN1CCNCC1)C(=O)NCc1ccco1 | 9.0%
O=C1CS/C(=N\N=C\c2cc(O)ccc2Br)N1 | 13.0%
COc1ccc(CC(C)(C)NC(=O)c2ccccc2)cc1 | 4.0%

Continued:
SMILES | RNase H inhibition
COc1ccc(N(CC(=O)Nc2ccccc2C)S(C)(=O)=O)cc1 | 5.0%
CC(C)NCC(=O)C12CC3CC(CC(C3)C1)C2 | 9.0%
Cc1ccc(OCC2CNC(=O)O2)cc1 (stereo not given) | 10.0%
Cc1n[nH]c(C)c1Sc1ccccc1N=Cc1ccc([N+](=O)[O-])cc1 | 42.0%
Cc1cc(C)cc(NC(=O)C(=O)NCc2ccco2)c1 | 0.0%
COc1cccc(OCCOc2ccc(/C=C3/SC(=S)NC3=O)cc2OC)c1 | 31.0%
O=C1S/C(=C\c2cccs2)C(=O)N1c1cccc(Cl)c1 | 13.0%
CCNC(=S)NNC(=O)C(c1ccccc1)c1ccccc1 | 14.0%
CCSCCOC(=O)C1=C(C)NC2=C(C(=O)CC(c3ccc(Cl)cc3)C2)C1c1cccc([N+](=O)[O-])c1 (stereo not given) | 20.0%
CCCCNCCCOc1cc(C)cc(C)c1 | 9.0%
CCc1ccccc1NC(=O)CC1S\C(=N/N=C(C)/C=C/c2ccc(OC)cc2)NC1=O (stereo not given) | 5.0%
CN(C)c1ccc(C=Nc2ccc(Cl)c(Cl)c2)cc1 | 5.0%
COc1ccc(Br)cc1/C=C/C(=O)Nc1ccc(-c2nc3ncccc3o2)cc1 | 15.0%
CC(/C=C/c1ccc2c(c1)OCO2)=N\NC(=O)C(O)c1ccccc1 (stereo not given) | 10.0%
Cc1c(Cl)cccc1N=Cc1ccc(Cl)c([N+](=O)[O-])c1 | 9.0%
CC(=O)c1cccc(NC(=O)c2ccc(C)c(C)c2)c1 | 0.0%
